Lamin A splicing – modulators of lamin A splicing; HeLa LMNA splicing GFP/RFP minigene ratio, 48 h; Potency, µM (top dose mostly 46.1 µM), without a hit: at the highest dose ratio change, negative = inhibition, actives largely listed as inhibitors; 200,000 compounds, 0.01% hits; AID 1487; active means well fitted inhibition curve with a large enough effect in the signal ratio, with a control signal flat, not every such curve was filed as active; inconclusive means small, poorly fitted or top-dose-only effect, or effect the other way, or a change in a side signal; the % refers to the signal ratio; further: on the % scale 0 is the no-effect control and ±100 the full control effect
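S3 HeLa cells stably expressing lamin A-EGFP splicing minigene plus DsRed2, 600 cells/well, 48 h compound exposure at 37C. Laser-scanning cytometry; analysed as GFP (500-530 nm)/RFP (575-640 nm) total intensity ratio; 0.5% DMSO vehicle.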
KDM4E inh – JMJD2E (human) inhibition. JMJD2E catalytic domain, FDH-coupled NADH fluorescence (FDH is formaldehyde dehydrogenase). B2RXH2. Potency, µM (series often up to 57.1 µM), inactives show at the highest dose activity change, negative = inhibition, usual class: inhibitors. 230,000 compounds, 1.6% hits; active means well fitted inhibition curve with a large enough effect, not every such curve was filed as active; inconclusive means small, poorly fitted or top-dose-only effect, or another doubt; inactive means no such curve, though single readings can be large or run the other way;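 further: 0% = wells with enzyme and -100% = buffer wells without enzyme; nearly all actives have a fitted effect of over 50% in size; many of its hits are not listed in these tables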
Tau ThT inhib – tau fibrillization inhibition (ThT binding); P10636; recombinant tau K18 P301L, heparin-induced fibrillization, ThT fluorescence; Potency, µM (highest dose often 57.4 µM), for the others: at the top dose activity, negative = inhibition, usual class: inhibitors; 270,000 compounds, 2.1% hits; AID 1460; further: on the % scale 0 is the no-effect control and ±100 the full control effect; nearly all actives have a fitted effect of over 55% in size
Target sequence (P10636 561-689 P618L limits assumed): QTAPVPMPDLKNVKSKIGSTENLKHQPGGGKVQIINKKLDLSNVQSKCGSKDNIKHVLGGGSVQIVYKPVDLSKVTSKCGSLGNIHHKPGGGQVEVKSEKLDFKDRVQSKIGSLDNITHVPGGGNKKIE
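Fibril formation assay: tau K18 P301L at 15 uM with trace Alexa 594 label, heparin inducer 20 uM, pH 7 sodium acetate buffer, 37 C for 6 hr; endpoint ThT signal.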
L3MBTL1 inh – inhibitors of human L3MBTL1 | Q9Y468 | AlphaScreen L3MBTL1–H3K9me1 peptide binding | Potency, µM (doses to about 57.1 µM), for inactives: top-dose activity, negative = inhibition, hits mostly inhibitors | 230,000 compounds, 0.66% hits | AID 485360; further: on the % scale 0 is the no-effect control and ±100 the full control effect; nearly all actives have a fitted effect of over 60% in size
Target sequence (Q9Y468 whole entry, looked up): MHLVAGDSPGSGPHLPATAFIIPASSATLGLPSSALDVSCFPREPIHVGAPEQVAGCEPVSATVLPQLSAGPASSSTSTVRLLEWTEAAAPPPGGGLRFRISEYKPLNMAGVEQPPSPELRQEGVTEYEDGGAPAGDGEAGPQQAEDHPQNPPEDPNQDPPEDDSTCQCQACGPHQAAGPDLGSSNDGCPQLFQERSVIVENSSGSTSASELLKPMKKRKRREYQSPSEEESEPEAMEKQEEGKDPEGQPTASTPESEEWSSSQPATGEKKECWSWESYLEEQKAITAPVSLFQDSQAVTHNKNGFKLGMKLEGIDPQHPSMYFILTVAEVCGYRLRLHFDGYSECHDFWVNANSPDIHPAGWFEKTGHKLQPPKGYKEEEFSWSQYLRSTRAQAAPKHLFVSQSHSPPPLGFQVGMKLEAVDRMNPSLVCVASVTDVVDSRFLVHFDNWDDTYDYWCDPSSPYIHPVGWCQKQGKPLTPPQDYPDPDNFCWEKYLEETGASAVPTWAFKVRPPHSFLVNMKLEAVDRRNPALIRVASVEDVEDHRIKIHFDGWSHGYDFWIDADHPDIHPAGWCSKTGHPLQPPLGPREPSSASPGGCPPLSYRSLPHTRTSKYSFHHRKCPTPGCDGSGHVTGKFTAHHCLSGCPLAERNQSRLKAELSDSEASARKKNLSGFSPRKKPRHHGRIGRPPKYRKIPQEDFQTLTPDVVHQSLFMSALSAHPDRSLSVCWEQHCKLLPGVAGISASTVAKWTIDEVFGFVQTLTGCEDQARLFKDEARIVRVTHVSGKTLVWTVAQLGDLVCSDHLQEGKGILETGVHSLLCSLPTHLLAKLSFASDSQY
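First, the protein-peptide complex forms for 30 min at room temperature (L3MBTL1 50 nM, biotinylated H3K9me1 peptide 75 nM). Next, compounds are pin-transferred and incubated 30 min. Finally, AlphaScreen beads are added and read after 30 min.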
ALDH1A1 inh – inhibitors of human aldehyde dehydrogenase 1A1. AID 1030. Potency, µM (highest dose often 75.3 µM), without a hit: top-dose activity, negative = inhibition, usual class: inhibitors. P00352. Purified ALDH1A1, NADH fluorescence, propionaldehyde substrate. 220,000 compounds, 7.3% hits; active means well fitted inhibition curve with a large enough effect, not every such curve was filed as active; inconclusive means small, poorly fitted or top-dose-only effect, or another doubt; inactive means no such curve, though single readings can be large or run the other way;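 further: plate controls were no enzyme wells and a reference inhibitor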
Luc counter – counter-screen: inhibitors of Kinase-Glo firefly luciferase | Q27757 | Kinase-Glo luciferase, ATP luminescence, 8 min | Potency, µM (doses to about 38.3 µM), for the others: top-dose activity change, negative = inhibition, actives largely listed as inhibitors | 200,000 compounds, 0.28% hits | AID 1379; further: on the % scale 0 is the no-effect control and ±100 the full control effect; nearly all actives have a fitted effect of over 60% in size
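Substrate mix (final 50 mM imidazole pH 7.2, 50 mM KCl, 7 mM MgCl2, 10 uM ATP, 0.01% Tween 20, 0.05% BSA) plus pin-tool compound, then Kinase-Glo detection mix; 8 min ambient, luminescence read.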
SMN2 splice up – SMN2 splice variant enhancement; HEK293 SMN2-luciferase splicing reporter, luminescence, 30-36 h; Potency, µM (series often up to 46.1 µM), for inactives: at the top dose activity change, positive = activation, hits mostly activators; 210,000 compounds, 2.8% hits; AID 1458; further: % of control where 0% means no effect; nearly all actives have a fitted effect of over 55% in size
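qHTS luciferase splicing reporter: luminescence rises when SMN2 exon 7 is included in transfected HEK293 cells. Compound exposure lasted 30-36 h at 37C, with 4.5 mM final sodium butyrate as control, followed by a ONE-Glo read.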
RECQ1 helicase – inhibitors of human RECQ1 DNA helicase; 240,000 compounds, 0.54% hits; RECQ1 DNA unwinding, red fluorescence kinetic read; AID 2549; P46063; Potency, µM (series often up to 57.3 µM), without a hit: at the highest dose activity, negative = inhibition, usual class: inhibitors;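 further: plate controls were vehicle for no effect and no enzyme for full effect; nearly all actives have a fitted effect of over 30% in size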
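50 nM RECQ1T1 preincubated 15 min with compound in Tris pH 8.0 buffer with MgCl2, DTT, Tween-20 and 2.5 ug/ml poly(dI-dC); started with 200 nM TAMRA/BHQ-2 forked duplex and 2 mM ATP. Unwinding read as fluorescence (525/598 nm), two reads 2 h apart.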
* = called active by the depositor; i = inactive; ? = inconclusive; · = no result given; [ ] = dose if it differs, or a comment. Unless noted, the call rests on the fitted dose curve; in most records, active means well fitted curve in the direction sought with a large enough effect; inconclusive means small, poorly fitted or top-dose-only effect, or another doubt; inactive means no such curve, though single readings can be large; an effect the other way counts as inactive or inconclusive. Potency means the concentration at half of the fitted maximal effect.

SMILES	Lamin A splicing	KDM4E inh	Tau ThT inhib	L3MBTL1 inh	ALDH1A1 inh	Luc counter	SMN2 splice up	RECQ1 helicase
COC(=O)c1ccc(-c2nn(C)c(=O)c3ccccc23)cc1	-13%	-6%	-15%	-1%	?	4%	-79%[inhibitor]	-8%
CCOC(=O)C1=C(C)NC(=O)C(C(N)=O)C12CCCC2 (stereo not given)	1%	8%	-2%	·	-1%	19%	-7%	-6%
Cc1ccccc1-c1nsc(SCC(=O)Nc2ccc3c(c2)OCO3)n1	?	-1%	8%	3%	8%	5%	?	-5%
Cc1ccc(C)c(NCc2ccccc2CO)c1	4%[46 µM]	3%	-4%	-9%	-1%	-2%	·	i
O=C(CCCCCN1C(=O)c2ccccc2C1=O)NCCc1nc2ccccc2[nH]1	-3%	-3%	-3%	-2%	11µM*	-2%	-14%	-1%
O=C(Oc1cccnc1)c1cccc(Cl)c1	1%	?	-17%	-14%	?	1%	4%	21%
COc1cccc(NC(=O)COC(=O)c2ccco2)c1	1%	3%	-9%	4%	-1%	0%	-7%	-1%
CCCC(=O)Nc1c(-c2ccccc2)c(=O)c(C)nn1-c1ccc(Cl)cc1	-10%	7%	-1%	9%	-4%	-1%	4%	-11%
CCN(CC)S(=O)(=O)c1cccc(NC(=O)c2cc(-c3cccs3)nn2-c2ccccc2)c1	-10%	?	-5%	-1%	-7%	0%	-20%	-14%
O=C(Nc1cccnc1)c1ccc(S(=O)(=O)c2ccc(Cl)cc2)cc1	?	?	-3%	·	1%	2%	-80%[inhibitor]	-4%
CCO[C@H]1OC(C(=O)NC2CC2)=C[C@@H](c2ccc(Br)cc2)[C@@H]1CCCO	·	17%	2%	9%	3%	·	·	0%
CC(C)(C)c1nnc(NC(=O)Cc2ccccc2[N+](=O)[O-])s1	4%	0%	-7%	1%	?	-2%	3%	-7%
Cc1ccc(-n2c3c(c(=O)[nH]c2=S)C(C(F)(F)F)(C(F)(F)F)NC(=O)N3)cc1	2%	4%	8%	·	5%	-4%	0%	i
NC(CSCSCC(N)C(=O)O)C(=O)O (stereo not given)	3%	5%	-1%	·	3%	-2%	-1%	-5%
O=C(/C=C/c1cccc([N+](=O)[O-])c1)NC(=S)Nc1ccc(CN2CCOCC2)cc1	-23%	-2%	?	-1%	3.2µM*	6%	-16%	5%
Cc1ccc(-n2nnnc2SCC(=O)Nc2cccnc2Cl)cc1	?	-3%	-2%	-5%	5%	-1%	-41%[inhibitor]	-12%
COc1ccc(N/C=C(/C(C)=O)c2ccccc2)cc1	-10%	-23%	-10%	-9%	10µM*	-1%	-16%	-7%
Cc1c(C(=O)NCCN2CCOCC2)oc2ccc(S(=O)(=O)N3CCCCCC3)cc12	-6%	-1%	5%	·	25µM*	-3%	-20%	i
O=C(NCc1ccc2c(c1)OCO2)C1(S(=O)(=O)c2ccccc2)CC1	-6%	2%	-2%	2%	1%	0%	-18%	i
CCCCNC(=O)CN(c1cccc(F)c1)S(C)(=O)=O	-5%	14%	2%	7%	?	-4%	-5%	-5%

Another view of three compounds above.
structure | Lamin A splicing | KDM4E inh | Tau ThT inhib | L3MBTL1 inh | ALDH1A1 inh | Luc counter | SMN2 splice up | RECQ1 helicase
O=C(NCc1ccc2c(c1)OCO2)C1(S(=O)(=O)c2ccccc2)CC1 | -6% | 2% | -2% | 2% | 1% | 0% | -18% | i
O=C(/C=C/c1cccc([N+](=O)[O-])c1)NC(=S)Nc1ccc(CN2CCOCC2)cc1 | -23% | -2% | ? | -1% | 3.2µM* | 6% | -16% | 5%
CCCCNC(=O)CN(c1cccc(F)c1)S(C)(=O)=O | -5% | 14% | 2% | 7% | ? | -4% | -5% | -5%

The results go on:
SMILES	Lamin A splicing	KDM4E inh	Tau ThT inhib	L3MBTL1 inh	ALDH1A1 inh	Luc counter	SMN2 splice up	RECQ1 helicase
CCc1ccccc1NC(=O)C1c2ccccc2Oc2ccccc21	8%	7%	6%	2%	7%	13%	17%	-5%
CCc1nc(N2CCCCC2C(=O)O)c2oc3ccccc3c2n1 (stereo not given)	·	-7%	-23%	-4%	·	·	·	-10%
Cc1cc(C)cc(N(C(=O)c2ccc3c(c2)OCO3)C2C=CS(=O)(=O)C2)c1 (stereo not given)	-2%	-2%	-9%	-7%	-5%	2%	-12%	2%
S=C(NCc1ccco1)N/N=C/c1ccc(Cl)cc1	?	-14%	0%	-6%	-11%	-7%	-9%	-3%
CCOc1ccc(-n2cc(-c3ccccc3)c3c(N4CCOCC4)ncnc32)cc1	?	?	?	-25%	?	-1%	-41%[inhibitor]	i
CC(C)[C@H](NC(=O)c1ccccc1Cl)C(=O)Nc1nc(-c2ccccn2)cs1	?	?	-14%	35µM*	?	-1%	-66%[inhibitor]	-3%
COC(=O)c1ccc(NC(=O)CO/N=C2\CCCc3nonc32)cc1	·	-2%	-11%	-8%	-3%	-1%	-58%[inhibitor]	1%
COc1cc(/C=C/C(=O)OCC(=O)NC(=O)NC(C)C)ccc1O	·	?	-12%	-18%	·	·	·	-1%
CCOC(=O)c1[nH]c2ccccc2c1NC(=O)c1ccc2c(c1)OCO2	8%	2%	-3%	-8%	?	2%	-8%	-2%
COc1ccc(C(=O)c2c[nH]c(C(=O)NCc3cccs3)c2)cc1	6%	6%	1%	4%	3%	2%	7%	i
CCOC(=O)Cc1csc(NC(=O)CSc2nnc(-n3nc(C)cc3C)c3ccccc23)n1	0%	-5%	-18%	2%	5%	-4%	-29%	-6%
Brc1ccc(Oc2nnnn2-c2ccccc2)cc1	5%	-2%	-10%	·	?	-2%	-22%	-11%
CC1(C)OC(=O)C(=CNC(CCC(N)=O)C(=O)O)C(=O)O1 (stereo not given)	4%	-11%	-3%	7%	7%	0%	22%	-4%
O=C1C2CCCN2C(c2ccco2)N1c1ccc(F)cc1 (stereo not given)	12%[9.22 µM]	-11%	1%	·	3%	2%	-11%	-6%
O=C(O)/C=C/C=C/c1ccccc1	-4%	-15%	-4%	·	5%	2%	-1%	-12%
CN1CCN(CC2(O)CCN(S(=O)(=O)c3ccc(Cl)cc3)CC2)CC1	·	14%	-2%	·	11%	0%	-9%	-2%
CC(=O)c1cn(C)c(=O)c2ccccc12	·	0%	-6%	56%[activator]	·	·	·	-13%
CCc1nnc(NC(=O)CSc2nc3c(C)cccc3[nH]2)s1	-5%	-1%	?	0%	19%	3%	-7%	-14%
CCNc1nc(NC(C)C)nc(SCCOc2ccc(C)cc2)n1	-27%	0%	?	10%	4%	5%	-30%	-13%
O=C(Nc1ccc(-c2cn3c(n2)SCC3)cc1)c1ccc2c(c1)OCO2	·	?	?	-6%	?	-24%	4%	14%

3 entries already listed, arranged by the value under KDM4E inh, smallest number first.
compound | KDM4E inh
NC(CSCSCC(N)C(=O)O)C(=O)O (stereo not given) | 5%
CN1CCN(CC2(O)CCN(S(=O)(=O)c3ccc(Cl)cc3)CC2)CC1 | 14%
CCO[C@H]1OC(C(=O)NC2CC2)=C[C@@H](c2ccc(Br)cc2)[C@@H]1CCCO | 17%

Carrying on:
SMILES	Lamin A splicing	KDM4E inh	Tau ThT inhib	L3MBTL1 inh	ALDH1A1 inh	Luc counter	SMN2 splice up	RECQ1 helicase
NS(=O)(=O)c1ccc(CNC(=O)c2csc3c2CCCC3)cc1	17%[46 µM]	1%	-9%	1%	-8%	3%	-1%	i
COc1ccccc1-c1noc(-c2ccccc2C(=O)N2CCOCC2)n1	1%	11%	-21%	-3%	12%	-5%	9%	0%
Cc1cccn2cc(CNc3ccccc3)nc12	6%	-1%	-9%	-10%	6%	-3%	22µM*	-15%
COc1ccc(C(=O)OCCNC(=O)c2ccncc2)cc1OC	-8%	-1%	-5%	4%	9%	1%	10%	i
Cc1nn(CC(=O)Nc2ccc(C(=O)N3CCCC3)cc2)c(=O)c2ccccc12	5%	9%	-4%	·	-15%	3%	9%	i
COc1nc(NCC(C)C)nc(Oc2ccc(=O)n(-c3ccccc3)n2)n1	-3%	-2%	2%	5%	-3%	-4%	-3%	-8%
Cn1c(C(C#N)C2=C(Cl)C(=O)N(c3ccccc3)C2=O)nc2ccccc21 (stereo not given)	3%	-22%	13µM*	?	?	-29%	2%	-14%
CCOC(=O)C(NC(C)=O)(Nc1ccc(S(N)(=O)=O)cc1)C(F)(F)F (stereo not given)	?	0%	-7%	-16%	0%	-1%	-18%	0%
CCCCn1c(N)c(N2CCOCC2)c(=O)n(CC(=O)NC(C)c2ccccc2)c1=O (stereo not given)	10%[46 µM]	13%	-5%	6%	2%	1%	-5%	-4%
COc1cc(C(O)P(=O)(OC(C)C)OC(C)C)cc(OC)c1OC (stereo not given)	-17%	-2%	1%	5%	-4%	-1%	3%	-3%
Cc1ccc(C)c(NC(=S)N2CCC(c3nc4ccccc4s3)CC2)c1	4%[0.0737 µM]	3%	-15%	-11%	?	-3%	-8%	-14%
Cc1cc(C)n(Cc2ccc(NC(=O)c3nn(C)cc3[N+](=O)[O-])cc2)n1	?	7%	-19%	·	-15%	0%	6%	3%
O=C(NC(=S)Nc1ccccc1N1CCCC1)c1ccc(-c2cccc([N+](=O)[O-])c2)o1	?	9%	?	-5%	22µM*	-2%	-21%	12%

Part of the list above in order of count of non-hydrogen atoms, ascending.
SMILES	Lamin A splicing	KDM4E inh	Tau ThT inhib	L3MBTL1 inh	ALDH1A1 inh	Luc counter	SMN2 splice up	RECQ1 helicase
Cc1cccn2cc(CNc3ccccc3)nc12	6%	-1%	-9%	-10%	6%	-3%	22µM*	-15%
Cc1cc(C)n(Cc2ccc(NC(=O)c3nn(C)cc3[N+](=O)[O-])cc2)n1	?	7%	-19%	·	-15%	0%	6%	3%
COc1nc(NCC(C)C)nc(Oc2ccc(=O)n(-c3ccccc3)n2)n1	-3%	-2%	2%	5%	-3%	-4%	-3%	-8%

Bioassay records from PubChem BioAssay.

Only part of the results is shown; rates above refer to the full screens.
